Bioassay records: PubChem BioAssay, National Center for Advancing Translational Sciences (NCATS)
WRN helicase inh: blocks human WRN helicase; Q14191; WRN helicase unwinding, fluorescent forked duplex, kinetic; Potency, µM (highest dose often 114 µM), for inactives: at the top dose activity change, negative = inhibition, most hits filed as inhibitors; actives 0.46% (n = 360,000); note: potency is the fitted concentration of half-maximal effect; % is set by controls: 0 for no effect and ±100 for the full control effect; nearly all actives have a fitted effect of over 55% in size
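Enzyme (20 nM final) and test compound sit together 15 min at room temperature before substrate addition. Substrate is a single-forked duplex oligonucleotide (100 nM) labelled with fluorophore and quencher, with 2 mM ATP; helicase unwinding raises red fluorescence, read kinetically.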
PLK1 PBD block: blocks phosphopeptide binding to human PLK1 polo-box domain. Plk1 PBD binding of FITC phosphopeptide, fluorescence polarization. Potency, µM, inactives show max response, negative = inhibition, actives largely listed as inhibitors. actives 2.8% (n = 360,000). AID 720504; note: potency is the fitted concentration of half-maximal effect; series mostly up to about 57 µM; % is set by controls: 0 for no effect and ±100 for the full control effect; nearly all actives have a fitted effect of over 65% in size
Target sequence (P53350 whole entry, looked up, the tested form may be a part): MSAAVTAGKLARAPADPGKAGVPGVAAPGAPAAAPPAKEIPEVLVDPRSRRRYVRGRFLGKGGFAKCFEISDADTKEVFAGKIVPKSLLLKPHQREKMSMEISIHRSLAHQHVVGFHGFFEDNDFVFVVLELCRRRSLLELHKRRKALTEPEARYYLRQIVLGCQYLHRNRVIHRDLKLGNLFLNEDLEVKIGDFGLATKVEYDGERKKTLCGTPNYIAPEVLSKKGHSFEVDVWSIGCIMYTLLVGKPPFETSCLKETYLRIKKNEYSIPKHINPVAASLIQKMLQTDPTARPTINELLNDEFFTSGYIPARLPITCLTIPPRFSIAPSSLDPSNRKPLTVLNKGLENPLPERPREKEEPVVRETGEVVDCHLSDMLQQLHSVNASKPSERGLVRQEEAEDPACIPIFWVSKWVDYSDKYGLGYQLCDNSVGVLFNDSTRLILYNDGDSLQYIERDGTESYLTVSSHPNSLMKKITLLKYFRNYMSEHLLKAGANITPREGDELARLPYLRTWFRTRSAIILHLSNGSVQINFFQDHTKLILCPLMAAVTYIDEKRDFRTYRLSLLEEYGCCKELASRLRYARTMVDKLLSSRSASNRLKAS
Mm-Cpn inhibitor: inhibitors of Methanococcus maripaludis chaperonin (MmCpn). purified Mm-Cpn ATPase, ADP Transcreener TR-FRET. Potency, µM (titrated, usually from 76.9 µM), for the others: top-dose activity, negative = inhibition, most hits filed as inhibitors. actives 0.031% (n = 330,000); note: potency is the fitted concentration of half-maximal effect; % is set by controls: 0 for no effect and ±100 for the full control effect; nearly all actives have a fitted effect of over 80% in size
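Purified archaeal Mm-CPN (25nM final) preincubated 10 min at 37degC with compound, then 10uM ATP for 30 min at 37degC; ADP measured by HTRF Transcreener TR-FRET; buffer 30 mM TRIS pH 7.4, 100mM KCl, 5mM MgCl2, 1mM DTT.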
CCT modulator: cytosolic chaperonin activity modulation. purified chaperonin ATPase assay, HTRF ADP detection, 30 min. activity change, % (test concentration not listed), hits read low. actives 0.3% (n = 360,000). AID 651819; in the data active = activity change below about -30%; note: % is set by controls: 0 for no effect and ±100 for the full control effect
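Nucleotide hydrolysis assay: TRiC at 20–40 nM final (set by batch activity) with 10 uM ATP, 30 min at 37 °C, in presence of 76 uM compound. Detection by competitive ADP HTRF, 30 min ambient.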
EPAC1 antagonist: antagonists of human EPAC1; O95398; EPAC1 GEF assay, Rap1b-BODIPY-GDP exchange fluorescence; Potency, µM (top dose mostly 115 µM), without a hit: top-dose activity change, negative = inhibition, most hits filed as inhibitors; actives 0.14% (n = 360,000); AID 720709;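 note: potency is the fitted concentration of half-maximal effect; plate controls were vehicle for no effect and positive control for full effect; nearly all actives have a fitted effect of over 50% in size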
EPAC1 ag: agonists of human EPAC1; EPAC1 agonist qHTS, biochemical assay; response scale: 100% = response to 6.5 mM cAMP; Potency, µM (series often up to 154 µM), inactives show at the highest dose activation, actives largely listed as activators; actives 0.073% (n = 360,000); AID 720707; note: potency is the fitted concentration of half-maximal effect; nearly all actives have a fitted effect of over 60% in size
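Fluorescent GDP-exchange assay: 100 nM EPAC1 with 250 nM Rap1B preloaded with BODIPY-GDP and 50 uM GDP; compounds tested as concentration series, 5 min at room temperature, then read every 5 min for 30 min (ex 480/em 540 nm); normalized to 6.5 mM cAMP.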
EPAC2 antag: EPAC2 (human) antagonism; Q8WZA2; EPAC2 GEF exchange of Rap1B-BODIPY-GDP, fluorescence; Potency, µM (titrated, usually from 114 µM), inactives show at the highest dose activity, negative = inhibition, actives largely listed as inhibitors; actives 0.18% (n = 360,000); note: potency is the fitted concentration of half-maximal effect; % is set by controls: 0 for no effect and ±100 for the full control effect; nearly all actives have a fitted effect of over 45% in size; many of its hits are not listed in these tables
PI5P4Ka inh: blocks human PI5P4K alpha kinase activity | PI5P4Kalpha enzyme, ADP-Glo luminescence, 60 min; hits give low values | max response, % | actives 1.2% (n = 330,000) | AID 652105; active = max response of -50% or lower; inconclusive = between -30% and -50%; inactive = -30% or higher; note: value at the top dose of about 77 µM; % is set by controls: 0 for no effect and ±100 for the full control effect
Target sequence (P48426 whole entry, looked up): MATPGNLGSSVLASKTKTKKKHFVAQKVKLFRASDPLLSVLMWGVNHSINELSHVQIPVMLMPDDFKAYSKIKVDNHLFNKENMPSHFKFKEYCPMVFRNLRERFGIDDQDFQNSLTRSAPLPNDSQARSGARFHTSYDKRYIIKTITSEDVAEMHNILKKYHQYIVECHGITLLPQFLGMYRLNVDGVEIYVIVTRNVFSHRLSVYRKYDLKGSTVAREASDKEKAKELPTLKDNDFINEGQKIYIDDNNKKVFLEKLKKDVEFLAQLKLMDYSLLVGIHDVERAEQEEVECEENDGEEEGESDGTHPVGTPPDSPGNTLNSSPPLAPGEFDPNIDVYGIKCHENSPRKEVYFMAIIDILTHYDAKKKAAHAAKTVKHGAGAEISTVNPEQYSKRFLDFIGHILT
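Quantitative HTS of the MLSMR library against PI5P4Kalpha with substrate. ATP added last at 5 microM final; room temperature, 60 minutes. Remaining ATP depleted, ADP converted and read as luminescence.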
* marks the source's active call; other numbers are inactive results; ? = inconclusive; / = no result given; [ ] = remark or other dose. Unless noted, calls come from the whole dose curve; as a rule, active = well fitted curve in the direction sought with a large enough effect; inconclusive = small, poorly fitted or top-dose-only effect, or another doubt; inactive = no such curve, though single readings can be large; an effect the other way counts as inactive or inconclusive. Only part of the results is shown, so the mix of outcomes need not match the whole.

smiles,WRN helicase inh,PLK1 PBD block,Mm-Cpn inhibitor,CCT modulator,EPAC1 antagonist,EPAC1 ag,EPAC2 antag,PI5P4Ka inh
CC(C)(C)OC(=O)CNC(=O)c1[nH]cnc1C(=O)Nc1ccc(CNC(=O)OC(C)(C)C)cc1,-5%,0%,-2%,-1.9,-21%,-25%,-1%,1
O=S(=O)(c1ccc2ccccc2c1)n1cnc2ccccc21,-3%,-6%,0%,-8.5,-1%,22%,-6%,14
Cc1ccc(C(=O)CN(CCCC(N)=O)S(=O)(=O)c2ccc([N+](=O)[O-])cc2)cc1,10%,-2%,1%,-0.4,-1%,8%,3%,-1
Cc1nn(-c2ccccc2)nc1C(N)=O,3%,-11%,-8%,-0.8,16%,10%,3%,-2
Cc1ccsc1C(=O)OCC(=O)NCc1ccc(Cl)cc1,-6%,-15%,1%,0.8,-23%,5%,-16%,1
Cc1ccc(S(=O)(=O)NCC(=O)N/N=C/c2ccc(Cl)cc2Cl)cc1,-10%,-1%,0%,0.0,-24%,18%,-9%,4
COc1cccc(C(=O)C2CCCN(C(=O)CCc3scnc3C)C2)c1 (stereo not given),-6%,-4%,1%,2.1,-15%,2%,4%,0
COc1ccccc1NS(=O)(=O)c1cccc(C(=O)N/N=C(\C)c2ccc(-n3ccnc3)cc2)c1,-15%,-8%,3%,-1.2,-17%,2%,1%,-2
COc1cccc(N2CCN(c3ccc(S(=O)(=O)N4CCCC4)cc3)CC2)c1,-9%,-22%,0%,-1.7,-2%,1%,0%,-5
O=C(O)CNS(=O)(=O)c1ccc2c(c1)C(=O)c1cc(S(=O)(=O)NCC(=O)O)ccc1-2,-11%,-9%,0%,0.7,-11%,8%,-7%,-4
CCC(=O)Nc1nnc(SCC(=O)Nc2ccc3c(c2)OCCO3)s1,-13%,-6%,1%,0.7,4%,0%,21%,-3
Cc1ccc(-c2nnc(-c3ccc(NC(=O)c4cccs4)cc3)o2)cc1,2%,4%,-1%,1.4,4%,-1%,4%,/

(list continues)
smiles,WRN helicase inh,PLK1 PBD block,Mm-Cpn inhibitor,CCT modulator,EPAC1 antagonist,EPAC1 ag,EPAC2 antag,PI5P4Ka inh
Cc1nn(C)cc1CN(C)S(=O)(=O)c1cccc([N+](=O)[O-])c1,3%,1%,-2%,1.2,3%,-10%,6%,12
N#CC1=C(N)NC(=S)C(C(N)=O)C1c1ccc(Cl)cc1Cl (stereo not given),9%,19µM*,3%,-0.7,5%,2%,-11%,?
CCOC(=O)C1=NN(C(C)=O)C2C(=O)N(CC)C(=O)C12 (stereo not given),-3%,-6%,1%,0.0,0%,-8%,4%,1
Cc1ccccc1-c1nc(CS(=O)(=O)CC(=O)N2CCOCC2)c(C)o1,5%,-5%,-3%,-2.7,17%,-17%,6%,-1
COc1cc(NC(=O)c2ccc(-c3ccc(F)c(F)c3)c3ccoc23)cc(OC)c1OC,1%,-14%,/,-1.5,7%,-7%,-14%,4
Cc1ccc(-n2ncc(C(=O)NCc3ccc4c(c3)OCO4)c2NC(=O)c2ccco2)cc1C,0%,-9%,1%,-1.1,3%,11%,-2%,/
CCC(C)Sc1ccc([C@@H]2[C@@H]3C(=O)N(C)C(=O)[C@@H]3[C@]3(C(=O)OC)CCCCN23)cc1OC (stereo not given in full),-8%,-8%,-3%,1.3,-20%,-11%,-25%,-2
Cc1nn(-c2ccc(C(=O)O)cc2)c(N)c1-c1ccccc1,0%,-13%,1%,-2.3,-10%,5%,-4%,-4
CCN(Cc1ccncc1)Cc1nc(-c2ccc(C(=O)OC)cc2)no1,19%,-14%,2%,0.1,8%,15%,-4%,2
COc1ccc2oc(=O)c(C(=O)N3CCN(c4ccccc4C)CC3)cc2c1,-10%,-8%,-1%,-8.1,17%,-1%,18%,/
C/C(=N/NC(=O)CNC(=O)c1ccco1)c1ccc(Cl)cc1,7%,-3%,0%,-0.6,7%,6%,8%,-20
CC1(C)CC(=O)C=C(N2CCNCC2)C1,-3%,-6%,0%,-2.0,-18%,6%,-11%,/

(more compounds)
smiles,WRN helicase inh,PLK1 PBD block,Mm-Cpn inhibitor,CCT modulator,EPAC1 antagonist,EPAC1 ag,EPAC2 antag,PI5P4Ka inh
Cc1nc(NCC2CCCO2)c2nnn(Cc3ccccc3)c2n1 (stereo not given),-9%,-8%,2%,0.8,-9%,8%,-1%,/
CCn1c(SCC(=O)NC2(C#N)CCCCC2)nc2ccccc2c1=O,-11%,0%,3%,-1.2,-13%,4%,6%,2
O=C(NC12CC3CC(CC(C3)C1)C2)c1cncc(O)c1,7%,-7%,-3%,-3.3,10%,7%,8%,/
CCOc1ccc2nc(N/C(N)=N/C(=S)Nc3ccc(C)c(C)c3)nc(C)c2c1,-33%[57.1 µM],-4%,1%,-0.5,-11%,8%,-9%,7
CCNc1ncnc2c1cnn2C,-23%,1%,-4%,-0.5,-4%,-11%,28%,1
CC1C(=O)Nc2ccccc2N1C(=O)C1CC1 (stereo not given),-8%,-7%,-1%,-1.6,3%,-3%,0%[57.1 µM],8
CC(C)CC(CO)N1CCN(C(=O)c2cccc(Cl)c2)CCC1=O (stereo not given),4%,-12%,/,-3.9,6%,-16%,30%[activator],-11
Cc1ccc(N(C(=O)c2ccccn2)C(C(=O)NC2CCCCC2)c2ccncc2)cc1 (stereo not given),0%,-3%,0%,-1.8,6%,5%,0%,-3
O=C(/C=C/c1cccs1)Nc1nc(-c2ccccc2)cs1,-14%,-5%,-8%,-1.6,2%,26%,-1%,/
O=C(/C=C/c1ccc(F)cc1)Nc1cc(S(=O)(=O)N2CCOCC2)ccc1N1CCOCC1,1%,3%,/,-1.1,-2%,10%,13%,0
CCCc1cc(=O)oc2cc(OCC(=O)N3CCc4ccccc43)ccc12,-9%,-5%,0%,1.9,9%,-3%,4%,8
CCOc1ccc(CC(=O)C2=C(N3CCOCC3)CC(C)(C)CC2=O)cc1OCC,4%,-18%,0%,0.3,4%,5%,-7%,1

The results go on.
smiles,WRN helicase inh,PLK1 PBD block,Mm-Cpn inhibitor,CCT modulator,EPAC1 antagonist,EPAC1 ag,EPAC2 antag,PI5P4Ka inh
COC(=O)c1cc(C)sc1NC(=O)c1cccnc1,-13%,0%,1%,1.0,10%,-4%,15%,/
O=C(c1ccco1)N1N=C(c2cccs2)CC1c1ccc(F)cc1 (stereo not given),1%,-5%,2%,0.1,-1%,12%,-2%,-2
COc1ccc(C)cc1NS(=O)(=O)c1ccc2c(c1)oc(=O)n2C,3%,-3%,-2%,-2.3,6%,10%,4%,2
O=C(CNC(=O)C1CCCCC1)Nc1ccc(F)c(Cl)c1,-5%,-7%,2%,-8.4,0%,-2%,-2%,5
COc1ccc(-c2cc(CCCC(=O)NCc3ccccn3)no2)cc1,11%,0%,1%,0.4,-2%,-6%,9%,1
CCOC(=O)c1c(C)nc2ccccn12,-7%,-1%,1%,0.5,3%,0%,3%,/
O=C(Nc1ccc(N2CCOCC2)c(S(=O)(=O)Nc2ccc(Cl)cc2)c1)c1ccc(=O)[nH]n1,-6%[11.6 µM],-25%,0%,2.4,-10%,2%,1%,-62*
COc1ccc(/C=N/NC(=O)c2[nH]c3ccc(C)cc3c2-c2ccccc2)c(C(=O)O)c1OC,-20%[57.1 µM],-22%,-1%,-6.2,10%,12%,-28%,-1
CCCCc1ccc(NC(=O)c2cnccn2)cc1,-25%,0%,-5%,3.1,1%,-7%,0%,4
COc1ccc(S(=O)(=O)N2CCOCC2)cc1C(=O)Nc1cc(C)on1,-21%[57.1 µM],0%,2%,0.5,10%,-8%,8%,3
COc1ccc(C)cc1NC(=O)C(Sc1nncn1C)c1ccccc1 (stereo not given),5%,-3%,0%,-1.1,-3%,-7%,3%,-2
O=S(=O)(c1ccc(F)cc1)N1CCCN(c2nccc(C(F)(F)F)n2)CC1,-3%,3%,2%,0.9,-17%,-4%,-22%,2

(further entries)
smiles,WRN helicase inh,PLK1 PBD block,Mm-Cpn inhibitor,CCT modulator,EPAC1 antagonist,EPAC1 ag,EPAC2 antag,PI5P4Ka inh
CC(C)COC(=O)Nc1nnc(SCc2ccccc2F)s1,1%,-6%,0%,-1.7,-20%,-3%,-15%,/
Cc1cc(Br)cn2c(Cc3ccsc3)c(-c3cccc(Cl)c3)nc12,-4%,1%,/,-0.4,-9%,-2%,-3%,2
CC(C)(C)c1ccc(N2C(=O)CC(c3ccccc3)C2=O)cc1 (stereo not given),-2%,3%,2%,-0.4,-18%,1%,9%,5
Cc1c(Cl)cccc1NC(=O)COC(=O)Cc1ccsc1,6%,4%,0%,-3.8,-6%,5%,-2%,2
O=C1CC(C(=O)Nc2cccc(F)c2)n2ncnc2N1 (stereo not given),-4%,-6%,3%,-0.1,1%,3%,3%,0
O=C(Nc1cccc(Cl)c1N1CCOCC1)c1ccc([N+](=O)[O-])o1,3%,1%,-1%,0.3,8%,7%,10%,4
COc1cccc(CNC(=O)c2cccc(S(=O)(=O)N3CCN(Cc4ccccc4)CC3)c2)c1,0%,5%,/,-2.1,-13%,0%,-5%,24
COc1ccc(N2C(=O)CN=C2Nc2nc(C)cc(C)n2)cc1,-4%,-6%,?,2.4,-17%,7%,-1%,2
O=C(NCCCCC(NC(=O)c1ccc([N+](=O)[O-])cc1)C(=O)O)c1ccc([N+](=O)[O-])cc1 (stereo not given),7%,-13%,0%,1.0,5%,2%,-4%,-5
CC1C(=O)N(Cc2cn(CCC3OCCCO3)nn2)CCS(=O)(=O)N1Cc1ccc(-c2cccc(N(C)C)c2)cc1 (stereo not given),5%,-7%,/,-2.0,14%,-1%,-4%,-8
COc1ccc(N2CCN(C(=O)Nc3cccc(C(F)(F)F)c3)CC2)cc1,-7%,-9%,0%,0.9,-14%,-3%,-5%,1
O=C(NC1CCN(C(=O)N2c3ccccc3Sc3ccccc32)CC1)c1ccccc1Cl,-9%,-9%,-2%,-2.3,-3%,17%,3%,/
CNC(=O)CN(c1ccc(C(C)C)cc1)S(C)(=O)=O,0%,-2%,0%,-2.2,-7%,9%,1%,/
